# Bioassay records from PubChem BioAssay.
# SKBR3 24h inh = SK-BR-3 proliferation inhibitors; hit rate 0.47% among 41,000; viability, % at 10 µM; SK-BR-3 viability, CellTiter-Glo ATP luminescence, 24 h; hits give low values;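 active means viability at or below the median of all test compounds minus 3 SD, in both replicates if run twice, cut at about 45% in these data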;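 further: 100% = median untreated cell wells and 0% = median positive control drug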
# Starred values were filed as active, the others as inactive. Some of the compounds tested; the hit share may differ from the screen's.
Structure | SKBR3 24h inh
CN1CCCC(OC(=O)COc2ccccc2)C1 (stereo not given) | 92
CCn1ncc(Cl)c1C(=O)NC(C)c1ccccc1 (stereo not given) | 88
O=C1C2C3C=CC(C3)C2C(=O)N1c1n[nH]c(CCc2ccccc2)n1 (stereo not given) | 80
CCCCN(CC)S(=O)(=O)c1ccc(C(=O)Nc2nnc(CSC)o2)cc1 | 68
CCCCn1c(SCC(=O)c2ccc3c(c2)OCCO3)nnc1-c1ccco1 | 84
Cc1ccc(S(=O)(=O)CNC(=O)c2ccccc2)cc1 | 89
O=C(NC1CCCCC1)N1CCCC(c2nc(-c3ccc(S(=O)(=O)N4CCCC4)cc3)no2)C1 (stereo not given) | 78
CCOC(=O)c1cnn(CC2CCCCC2)c1N | 103
O=C(Nc1ccccc1C(=O)N1CCOCC1)c1noc2c1CCCC2 | 88
Cc1ccc2c(c1)C(N1CCCC1=O)CC(c1ccco1)N2 (stereo not given) | 109
COc1ccc(-c2noc(N3CCC(C(=O)N4CCN(c5ccccn5)CC4)CC3)n2)cc1 | 69
COc1ccc(/C(O)=C2/C(=O)C(=O)N(CCCN(C)C)C2c2cccnc2)cc1 (stereo not given) | 96
CCN1CCN(c2nc3c(c(=O)n(C)c(=O)n3C)n2CCSc2ncccn2)CC1 | 123
Cc1ccc(Cl)cc1N1CCN(S(=O)(=O)c2ccc3c(c2)OCCO3)CC1 | 113
Cc1ccccc1C(=O)Nc1cccc(-c2nnc(SCC(=O)O)n2C)c1 | 81

Structure | SKBR3 24h inh
Cc1c(C(=O)N2CCN(S(C)(=O)=O)CC2)oc2ccccc12 | 83
Cc1cc(N2CCN(C3CCCC3)CC2)n2ncc(-c3ccccc3)c2n1 | 77
O=C(NCc1ccco1)Nc1ccc(Br)cc1Cl | 89
O=S1(=O)C=CC(Nc2cccc(Cl)c2)C1 (stereo not given) | 82
CCn1cc(C(C)NC(=O)COc2ccc(Cl)cc2C)c(C)n1 (stereo not given) | 83
Cn1c(OCc2cccnc2)nc2c1c(=O)n(Cc1ccc(Br)cc1)c(=O)n2C | 70
CN1C(=O)c2cccc(N(C)C)c2C1=O | 100
CN(C)CCCNc1oc(-c2ccc(Cl)cc2)nc1C#N | 101
O=C(O)C1CC=CCC1C(=O)NC12CC3CC(CC(C3)C1)C2 (stereo not given) | 104
Cn1c(=N)n(CC(=O)O)c2ccccc21 | 94
COc1ccccc1N1C(=O)CCC1(C#N)c1ccccc1 (stereo not given) | 93
COC(=O)c1ccc(C2C(C#N)=C(N)Oc3cc(C)n(C)c(=O)c32)cc1 (stereo not given) | 97
CC(C)CCn1c(Sc2nc3ccccc3s2)nc2c1c(=O)[nH]c(=O)n2C | 120
O=C(N1CCOCC1)N1CCN(c2nc(-c3ccc(F)cc3)cs2)CC1 | 89
CC1CCC(NC(=O)Cn2c(=O)[nH]c3ccsc3c2=O)CC1 (stereo not given) | 99

Structure | SKBR3 24h inh
CC1(C)CC(C(CC(=O)O)c2ccccc2)CCO1 (stereo not given) | 100
CCOC(=O)c1c(CN2CCN(CCO)CC2)n(C)c2cc(Br)c(OC)cc12 | 77
CCCN(CCC)S(=O)(=O)c1ccc(C(=O)Nc2nnc(-c3cc(OC)cc(OC)c3)o2)cc1 | 122
Cc1ccc([C@@H]2C3COCC=C3C(C#N)=C(N)C2(C#N)C#N)o1 (stereo not given in full) | 114
Cc1ccc(N2C(=O)c3ccc(N)cc3C2=O)cc1C | 94
CCc1cc2c(=O)c(Oc3ccccc3F)c(C)oc2c(CN(C)C)c1O | 92
Cc1occc1C(=O)Nc1nnc(C(F)(F)F)s1 | 84
CC12CCC(C(=O)Nc3cccc(NC(=O)C45CCC(C)(C(=O)O4)C5(C)C)n3)(OC1=O)C2(C)C | 89
COCC(C)NCc1ccccc1C (stereo not given) | 111
CN1CCN(C(=O)c2ccc(N(Cc3ccccc3Cl)S(C)(=O)=O)cc2)CC1 | 95
CN(C)c1ccc(CNC2CC(C)(C)NC(C)(C)C2)cc1 | 87
Cc1cccc(N=C2NC(=O)CS2)c1C | 93
CCCCC(c1nnnn1C1CCCC1)N1CCN(C2CCCCC2)CC1 (stereo not given) | 79
CCC(CCC(=O)Nc1cccc(C(=O)O)c1)C(=O)O (stereo not given) | 75
CCC(C(=O)N1CCN(c2cccc(Cl)c2)CC1)c1ccccc1 (stereo not given) | 104

Structure | SKBR3 24h inh
COc1ccc(N(CC(=O)NC(C)(C)C)C(=O)c2ccco2)cc1 | 96
COc1ccc(-n2c3c(cc(C(=O)N4CCCCC4)c2=O)C(=O)CC(C)(C)C3)cc1 | 87
CC(C)NC(=O)N1CCOCCOCCN(C(=O)NC(C)C)CCOCCOCC1 | 62
CCOC(=O)Nc1ccccc1C(=O)N1CCOCC1 | 82
Cc1cc(C)cc(N(CC(=O)N2CCC(C)CC2)S(C)(=O)=O)c1 | 94
Cc1cc(S(=O)(=O)N(Cc2ccccc2)Cc2ccc(N(C)C)cc2)ccc1-n1cnnn1 | 84
CCOP(=O)(c1c(F)c(F)c(F)c(F)c1F)C1(O)CCCCC1 (stereo not given) | 77
COC(=O)CN(c1nc(C)cc(OC)n1)S(=O)(=O)c1ccccc1 | 88
COc1ccc(N=Cc2c(O)[nH]c3ccccc23)cc1OC | 110
c1ccc(-c2noc(CN3CCN(C(c4ccccc4)c4ccccc4)CC3)n2)cc1 | 96
CCOC(=O)NCCc1ccc(OC)cc1 | 117
c1ccc2c(c1)OCC(c1csc3ncnc(N4CCOCC4)c13)O2 (stereo not given) | 100
Nc1c(N2CCOCC2)cc(Cl)c2nonc12 | 87
CCC(C)Cn1c(C)nc2ccccc21 (stereo not given) | 95
Cc1nc2ccccc2c(=O)n1CCCO | 93

# Brought forward from above: 2 entries, then new ones.
Structure | SKBR3 24h inh
CCC(C)Cn1c(C)nc2ccccc21 (stereo not given) | 95
Cc1nc2ccccc2c(=O)n1CCCO | 93
O=C(O)c1ccccc1-c1nc2ccccc2c(=O)[nH]1 | 61
CCOC(=O)c1[nH]c(=O)[nH]c1CSc1ccccn1 | 101
Cn1nnnc1SCCNC/C=C/c1ccccc1 | 88
COc1ccc(-c2nnc(SCC(=O)c3cccs3)o2)cc1 | 83
Cc1ccc(S(=O)(=O)n2nc(-c3cccnc3)nc2N)cc1 | 97
CC1CN(C(=O)C2CCCN2S(=O)(=O)c2ccc(Cl)cc2)CC(C)O1 (stereo not given) | 90
COC(=O)c1ccccc1NC(=O)C1CCN(S(=O)(=O)c2cc(OC)ccc2OC)CC1 | 89
OCc1nnn(-c2cccc(C(F)(F)F)c2)c1CO | 78
Cc1cccc(N2C(=O)N(c3ccccc3C)C3CS(=O)(=O)CC32)c1 (stereo not given) | 105
CC(=O)c1c(C)nc(-c2ccc(Cl)cc2)nc1N=CN(C)C | 70
CC1(C)CC2(CCCN3C(=O)CSC32)CCS1 (stereo not given) | 120
O=C(c1ccc(COc2ccc(Cl)cc2)o1)N1CCN(Cc2ccc3c(c2)OCO3)CC1 | 83
COc1cc(OC)cc(-c2nc(-c3ccccc3)no2)c1 | 84
Cc1[nH]nc(-c2ccc(O)cc2O)c1-c1ccc(Cl)cc1 | 107
CSc1nnc2c3ccccc3n(Cc3ccccc3)c2n1 | 75

Structure | SKBR3 24h inh
Cc1ccc(C)n1CCN1CCN(CC(=O)Nc2ccc(S(N)(=O)=O)cc2)CC1 | 98
CCCC(=O)Nc1ccc(Cl)c(NC(=O)c2cccnc2)c1 | 102
Cn1c(N2CCN(c3ccccn3)CC2)nc2c1c(=O)n(Cc1ccccc1Cl)c(=O)n2C | 126
CN(C)CCCNCCCNC(=O)/C(=N\O)c1ccccn1 | 116
CC(NC(=O)C(NC(=O)C1CCCN1C(=O)OC(C)(C)C)C(C)C)C(N)=O (stereo not given) | 86
C=CCn1c(COc2cccc3ccc(C)nc23)nnc1SCC(=O)OC | 85
COCCNC(=O)c1sc2ncn(CC(=O)N3CCCCC3)c(=O)c2c1C | 66
COc1ccc(S(=O)(=O)N2CCCN(Cc3cccc(F)c3)CC2)cc1 | 80
CC(NC(=O)OC1CCCCC1)N1C(=O)C2C3C=CC(C3)C2C1=O (stereo not given) | 66
Cn1c(=O)c2c(nc(NCc3ccc4c(c3)OCO4)n2C)n(C)c1=O | 89
C=CCc1ccccc1OCCn1ccnc1 | 92
C=CCn1c(C2CC(=O)N(c3ccc(C)cc3)C2)nc2ccccc21 (stereo not given) | 98
O=C(NCCCN1CCCCC1)C1CCC(=O)N1CCc1ccccc1 (stereo not given) | 86
CSc1ccc(C2C(C#N)=C(N)Oc3cc4c(cc32)OCO4)cc1 (stereo not given) | 93
CCCCCNC(=O)c1c(N)n(/N=C/c2ccco2)c2nc3ccccc3nc12 | 97

Structure | SKBR3 24h inh
Cc1cc(NC(=O)COC(=O)c2ccc(F)c(S(=O)(=O)N3CCOCC3)c2)no1 | 103
OC(COc1ccccc1)CN1C2=NCCCN2c2ccccc21 (stereo not given) | 61
Cc1cc(N2CC(=O)N(CCc3ccccc3)C(=O)C2)n2ncnc2n1 | 95
Cc1cccc(OCCCC(=O)Nc2ccc(N3CCOCC3)cc2)c1 | 83
CC(=O)c1coc2ccc(OCCN3CCCCC3)cc12 | 92
CCC(=NCCc1ccccc1)C1=C(O)CCC1=O | 100
COc1ccc(OCCNC(=O)c2ccccc2OCC(=O)N2CCCCC2)cc1 | 110
CCc1ccc(OC(=O)c2ccn(CC)n2)cc1 | 81
COC1=Cc2c(ccc3ccc(=O)oc23)OC1(C)C | 99
C=CCS/C(=N\n1cnc2ccccc2c1=O)N1CCCCC1 | 85
CCOC(=O)C(CC)(CCC(=O)O)c1csc(N)n1 (stereo not given) | 96
Cc1cccc(N2CC(C(=O)O)CC2=O)c1 (stereo not given) | 92
CC(c1ccccc1)C1C(C#N)=C(N)SC(N)=C1C#N (stereo not given) | 105
CC(C)(C)Nc1cccccc1=O | 85
CCN(C#N)c1nc(NC(C)C)nc(NC(C)C)n1 | 92

Structure | SKBR3 24h inh
COc1ccccc1N1CCN(CCC(=O)Nc2ccc3c(c2)OCO3)CC1 | 88
Cn1c(SCc2ccccc2)nnc1-c1cccs1 | 96
CC(C)Cn1c(=O)c(C(=O)Nc2cnccn2)c(O)c2ccccc21 | 102
O=S(=O)(NCc1cccnc1)c1cccc2nsnc12 | 104
CCC(Sc1nc(=O)cc(N)n1CCc1ccccc1)C(=O)Nc1ccccc1C#N (stereo not given) | 88
CC1CCN(S(=O)(=O)c2cccc(C(=O)Nc3ccccn3)c2)CC1 | 93
Cc1c(C(=O)N2CCC(C(N)=O)CC2)sc(N)c1C#N | 117
O=C1CCCN1CN(C(=O)c1ccc2c(c1)OCO2)c1cccc(Cl)c1 | 93
Cn1c2ccccc2c2ncn(CCC3=CCCCC3)c(=O)c21 | 99
COC(=O)C(C)Sc1nc2c(c(=O)n(C)c(=O)n2C)n1CCC(C)C (stereo not given) | 89
COc1ccc(-c2nnc(N(C)C(=O)c3cccnc3)s2)cc1 | 86
C=CCSc1n[nH]c(-c2ccc(OC)cc2)n1 | 89
Nn1c(-c2cccc(Br)c2)n[nH]c1=S | 96
CC(C)CC(OC(=O)c1cccs1)C(=O)NCc1ccco1 (stereo not given) | 116
CCOC(=O)c1nnn(-c2nc(OC)nc(N(C)C)n2)c1-c1ccccc1 | 88

# A draw from above in order of length of the SMILES, largest number first.
Structure | SKBR3 24h inh
CCC(Sc1nc(=O)cc(N)n1CCc1ccccc1)C(=O)Nc1ccccc1C#N (stereo not given) | 88
CCOC(=O)c1nnn(-c2nc(OC)nc(N(C)C)n2)c1-c1ccccc1 | 88
O=C1CCCN1CN(C(=O)c1ccc2c(c1)OCO2)c1cccc(Cl)c1 | 93
CC1CCN(S(=O)(=O)c2cccc(C(=O)Nc3ccccn3)c2)CC1 | 93
CC(C)Cn1c(=O)c(C(=O)Nc2cnccn2)c(O)c2ccccc21 | 102
COc1ccc(-c2nnc(N(C)C(=O)c3cccnc3)s2)cc1 | 86
Cc1c(C(=O)N2CCC(C(N)=O)CC2)sc(N)c1C#N | 117
CC(c1ccccc1)C1C(C#N)=C(N)SC(N)=C1C#N (stereo not given) | 105
O=S(=O)(NCc1cccnc1)c1cccc2nsnc12 | 104
C=CCSc1n[nH]c(-c2ccc(OC)cc2)n1 | 89
Cn1c(SCc2ccccc2)nnc1-c1cccs1 | 96
CC(C)(C)Nc1cccccc1=O | 85

# Going on with the list:
Structure | SKBR3 24h inh
C=CCNC(=O)c1ccc2nccnc2c1 | 86
O=C1C=C(NCCNc2c(F)c(F)c(CO)c(F)c2F)CCC1 | 96
O=C(NCc1ccc2c(c1)OCO2)c1ccc2snnc2c1 | 105
CCCCOc1ccc(NC(=O)CSCC(=O)OCC)cc1 | 98
O=C(CS(=O)CC(=O)N(CC(=O)NC1CCCC1)C1CCCCC1)Nc1ccc(F)cc1 (stereo not given) | 82
CC(C)n1c(Nn2cnnc2)nc2ccccc21 | 85
C=CCc1c(C)[nH]c(=S)c(C#N)c1C | 69
COc1cc(NC(=O)c2cc(-n3cnnc3)ccc2Cl)cc(OC)c1 | 84
O=C1CCC(=O)N1OCCOc1ccc2c(c1)CCC2 | 113
CCCOc1ccc(C2C(C(=O)OC)=CN(CCOC)C=C2C(=O)OC)cc1 | 84
CC1(C)NC(C)(C)c2nonc2/C1=N\O | 90
Nc1nonc1-n1nnc(C(=O)c2ccccc2)c1-c1ccccc1 | 82
COC(=O)C1(C)NC(c2ccco2)C2C(=O)N(c3ccc(C)cc3)C(=O)C21 (stereo not given) | 80
COC(=O)c1ccc(OC(=O)C2CC(=O)N(c3cccc(C)c3)C2)cc1 (stereo not given) | 83
Cc1cc(C)nc(Nc2ccc(N3CCOCC3)cc2)n1 | 113
Cc1sc2nc(SCC(=O)NCCO)n(C)c(=O)c2c1C | 71
COc1ccc(OC)c(N/C=C2/CCCCC2=O)c1 | 91
Cc1nnc(SCCn2c(N(C)Cc3ccccc3)nc3c2c(=O)n(C)c(=O)n3C)s1 | 87
